All columns: NCI-60 one-dose screen, growth in % after 48 h at 10 µM unless noted; 100 = growth as untreated, 0 = no growth, -100 = all killed.
BT-549: BT-549 breast cancer; actives 4.4% (n = 78,000); AID 1794793
MCF7: MCF7 breast cancer; actives 6.3% (n = 82,000); AID 1794796
K-562: K-562 leukemia. actives 7.4% (n = 78,000). AID 1794777
MDA-MB-231: MDA-MB-231 breast cancer; actives 5% (n = 81,000); AID 1794789
MOLT-4: MOLT-4 leukemia cells | actives 6.9% (n = 80,000)
MDA-MB-435: MDA-MB-435 melanoma. actives 7.8% (n = 82,000). AID 1794794
SR: SR leukemia cells; AID 1794780; actives 8.7% (n = 73,000)
MDA-MB-468: MDA-MB-468 breast cancer | actives 8.5% (n = 78,000) | AID 2202374
Active calls of the source: *; & = joins results of further samples; ! = not confirmed by another sample; [ ] = another dose, or the depositor's remark. Rule for the calls: active = growth percent below 10; inactive = the rest.

The opening 8 records, ahead of the listing:
For CC(=O)c1cnc2ccc(-c3cc(Cl)c(O)c(Cl)c3)nc2c1NC1CCC(CN(C)C)CC1 (centres undefined) the results were BT-549 -45*[2.5 µM], MCF7 -4.2*[2.5 µM], K-562 6.4*[2.5 µM], MDA-MB-231 -7.1*[2.5 µM], MOLT-4 -36*[2.5 µM], MDA-MB-435 -37*[2.5 µM], SR -16*[2.5 µM] and MDA-MB-468 -62*[2.5 µM].
Screening COc1ccc2c(c1)\C(=N/N=C/C=C/c1ccccc1)C(=O)N2 returned BT-549 101, MCF7 87, K-562 110, MDA-MB-231 93, MOLT-4 105, MDA-MB-435 101, SR 104 and MDA-MB-468 111.
CN1CCN(c2c(F)cc3c(=O)c(C(=O)O)cn4c3c2SCC4)CC1 was read as BT-549 114, MCF7 100, MDA-MB-231 92, MOLT-4 111, MDA-MB-435 108, SR 112 and MDA-MB-468 108.
CN1CCC(=C2c3ccccc3CC(=O)c3sccc32)CC1 was read as BT-549 97, MCF7 97, K-562 96, MDA-MB-231 109, MOLT-4 105, MDA-MB-435 100, SR 99 and MDA-MB-468 96.
CNC(=O)c1ccc(C)c(-n2c(C)cc(OCc3ccc(F)cc3F)c(Br)c2=O)c1 was read as BT-549 76&76, MCF7 90&83, K-562 81&43, MDA-MB-231 93&89, MOLT-4 92&79, MDA-MB-435 99&85, SR 86&65 and MDA-MB-468 64&53.
`COc1ccc(C2NC(=O)NC(C)=C2C(=O)Nc2ccc(S(N)(=O)=O)cc2)cc1O` (centres undefined) gave BT-549 126, MCF7 96, K-562 106, MDA-MB-231 111, MOLT-4 110, MDA-MB-435 106, SR 100 and MDA-MB-468 105.
For O=C(O)CCCCCCCC(=O)O the results were BT-549 92, MCF7 100, K-562 104, MDA-MB-231 106, MOLT-4 105, MDA-MB-435 105, SR 104 and MDA-MB-468 100.
O=C(Nc1ccc(Oc2ccc(Br)cc2)cc1)c1ccc2nc(NC(=O)c3ccc(NCCc4ccccc4)c([N+](=O)[O-])c3)sc2c1 was read as BT-549 97, MCF7 91, K-562 82, MDA-MB-231 92, MOLT-4 98, MDA-MB-435 105, SR 81 and MDA-MB-468 81.

The listing, repeating the preview:
For CC(=O)c1cnc2ccc(-c3cc(Cl)c(O)c(Cl)c3)nc2c1NC1CCC(CN(C)C)CC1 (centres undefined) the results were BT-549 -45*[2.5 µM], MCF7 -4.2*[2.5 µM], K-562 6.4*[2.5 µM], MDA-MB-231 -7.1*[2.5 µM], MOLT-4 -36*[2.5 µM], MDA-MB-435 -37*[2.5 µM], SR -16*[2.5 µM] and MDA-MB-468 -62*[2.5 µM].
Screening COc1ccc2c(c1)\C(=N/N=C/C=C/c1ccccc1)C(=O)N2 returned BT-549 101, MCF7 87, K-562 110, MDA-MB-231 93, MOLT-4 105, MDA-MB-435 101, SR 104 and MDA-MB-468 111.
CN1CCN(c2c(F)cc3c(=O)c(C(=O)O)cn4c3c2SCC4)CC1 was read as BT-549 114, MCF7 100, MDA-MB-231 92, MOLT-4 111, MDA-MB-435 108, SR 112 and MDA-MB-468 108.
CN1CCC(=C2c3ccccc3CC(=O)c3sccc32)CC1 was read as BT-549 97, MCF7 97, K-562 96, MDA-MB-231 109, MOLT-4 105, MDA-MB-435 100, SR 99 and MDA-MB-468 96.
CNC(=O)c1ccc(C)c(-n2c(C)cc(OCc3ccc(F)cc3F)c(Br)c2=O)c1 was read as BT-549 76&76, MCF7 90&83, K-562 81&43, MDA-MB-231 93&89, MOLT-4 92&79, MDA-MB-435 99&85, SR 86&65 and MDA-MB-468 64&53.
`COc1ccc(C2NC(=O)NC(C)=C2C(=O)Nc2ccc(S(N)(=O)=O)cc2)cc1O` (centres undefined) gave BT-549 126, MCF7 96, K-562 106, MDA-MB-231 111, MOLT-4 110, MDA-MB-435 106, SR 100 and MDA-MB-468 105.
For O=C(O)CCCCCCCC(=O)O the results were BT-549 92, MCF7 100, K-562 104, MDA-MB-231 106, MOLT-4 105, MDA-MB-435 105, SR 104 and MDA-MB-468 100.
O=C(Nc1ccc(Oc2ccc(Br)cc2)cc1)c1ccc2nc(NC(=O)c3ccc(NCCc4ccccc4)c([N+](=O)[O-])c3)sc2c1 was read as BT-549 97, MCF7 91, K-562 82, MDA-MB-231 92, MOLT-4 98, MDA-MB-435 105, SR 81 and MDA-MB-468 81.
O=C1c2ccccc2C(=O)c2c(O)c(O)cc(O)c21 was read as BT-549 113, MCF7 106, K-562 102, MDA-MB-231 103, MOLT-4 96, MDA-MB-435 111, SR 91 and MDA-MB-468 112.
`COc1ccc2c(c1)c(C(=O)c1nc(-c3cn(C)c4ccc(F)cc34)no1)cn2C` gave BT-549 85, MCF7 89, K-562 80, MDA-MB-231 97, MOLT-4 93, MDA-MB-435 64, SR 45 and MDA-MB-468 98.
COc1ccc2c(c1)c(-c1nc(N)nnc1-c1cn(C)c3ccc(F)cc13)cn2C was read as BT-549 97, MCF7 91, K-562 97, MDA-MB-231 90, MOLT-4 86, MDA-MB-435 102, SR 102 and MDA-MB-468 99.
`O=C(O)c1c(O)c(-c2ccccc2)nc2ccccc12` gave BT-549 104, MCF7 100, K-562 113, MDA-MB-231 105, MOLT-4 118, MDA-MB-435 103, SR 112 and MDA-MB-468 83.
For COC(=O)C(C)(C)C1Oc2ccc(OC)cc2C(=O)/C1=C\O (centres undefined) the results were BT-549 99, MCF7 98, K-562 105, MDA-MB-231 111, MOLT-4 98, MDA-MB-435 102, SR 104 and MDA-MB-468 98.
For COc1ccc(CN(CCN(C)C)c2ccccn2)cc1 (tested in a mixture with another compound) the results were BT-549 109, MCF7 95, K-562 96, MDA-MB-231 111, MOLT-4 108, MDA-MB-435 105 and SR 108.
NCCO was read as BT-549 104, MCF7 94, K-562 103, MDA-MB-231 93, MOLT-4 105, MDA-MB-435 98, SR 96 and MDA-MB-468 86.
For CCC12CCCN3CCc4c(n(c5ccccc45)C(O)(C(=O)OC)C1)C32 (centres undefined) the results were MCF7 103, K-562 88, MDA-MB-231 113, MOLT-4 107, MDA-MB-435 116, SR 117 and MDA-MB-468 103.
For C[C@H]1[C@H](C)CC[C@]2(C(=O)O)CC[C@]3(C)C(=CC[C@@H]4[C@@]5(C)C[C@@H](O)[C@H](O)[C@@](C)(CO)[C@@H]5CC[C@]43C)[C@@H]12 the results were BT-549 118, MCF7 96, K-562 97, MDA-MB-231 95, MOLT-4 100, MDA-MB-435 113, SR 98 and MDA-MB-468 92.
`C[C@@H]1CC(=O)NN=C1c1ccc(NN=C(C#N)C#N)cc1` gave BT-549 102, MCF7 92, MDA-MB-231 115, MOLT-4 73, MDA-MB-435 103, SR 71 and MDA-MB-468 96.
CN(C(=O)CCC(=O)N(C)c1ccc(C(=N)N)cc1)c1ccc(C(=N)N)cc1 was read as BT-549 89, MCF7 91, K-562 92, MDA-MB-231 114, MOLT-4 96, MDA-MB-435 107, SR 101 and MDA-MB-468 111.
For COc1cc(Nc2ncc(F)c(Nc3ccc4c(n3)N(COP(=O)(O)O)C(=O)C(C)(C)O4)n2)cc(OC)c1OC the results were BT-549 1.8*, MCF7 26, K-562 32, MDA-MB-231 16, MOLT-4 30, MDA-MB-435 26, SR 22 and MDA-MB-468 6.8*.

As a working copy, part of the list above:
CN(C(=O)CCC(=O)N(C)c1ccc(C(=N)N)cc1)c1ccc(C(=N)N)cc1 was read as BT-549 89, MCF7 91, K-562 92, MDA-MB-231 114, MOLT-4 96, MDA-MB-435 107, SR 101 and MDA-MB-468 111.
For COc1cc(Nc2ncc(F)c(Nc3ccc4c(n3)N(COP(=O)(O)O)C(=O)C(C)(C)O4)n2)cc(OC)c1OC the results were BT-549 1.8*, MCF7 26, K-562 32, MDA-MB-231 16, MOLT-4 30, MDA-MB-435 26, SR 22 and MDA-MB-468 6.8*.

(list continues)
For COc1ccc(S(=O)(=O)Nc2nnc(CC(C)C)s2)cc1 the results were BT-549 110, MCF7 99, K-562 96, MDA-MB-231 107, MOLT-4 95, MDA-MB-435 118, SR 108 and MDA-MB-468 113.
Screening O=C(Nc1cccc(Cl)c1)Nc1ccc2nc(NS(=O)(=O)c3ccc4ccccc4c3)sc2c1 returned BT-549 103, MCF7 104, K-562 103, MDA-MB-231 115, MOLT-4 109, MDA-MB-435 101, SR 112 and MDA-MB-468 113.
For CN(C)CCOC(=O)C(c1ccccc1)C1(O)CCCC1 (centres undefined) the results were BT-549 105, MCF7 98, K-562 122, MDA-MB-231 111, MOLT-4 109, MDA-MB-435 99, SR 109 and MDA-MB-468 100.
`O=C(/C=C/c1ccc(Cl)c(Cl)c1)c1ccc(Cl)c(Cl)c1` gave BT-549 106, MCF7 86, K-562 90, MDA-MB-231 110, MOLT-4 93, MDA-MB-435 100, SR 94 and MDA-MB-468 131.
`CCS(=O)(=O)N1CCN(c2ccc(Nc3ncc(C(N)=O)c(NC4CC4)n3)cc2)CC1` gave BT-549 67, MCF7 68, K-562 56, MDA-MB-231 70, MOLT-4 52, MDA-MB-435 69, SR 49 and MDA-MB-468 42.
CCCc1cc(C(N)=S)ccn1 was read as BT-549 98, MCF7 108, K-562 95, MDA-MB-231 115, MOLT-4 105, MDA-MB-435 105, SR 104 and MDA-MB-468 102.
For COc1ccccc1OC(=O)Oc1ccccc1OC the results were BT-549 97, MCF7 89&96, K-562 104&125, MDA-MB-231 107&103, MOLT-4 92&94, MDA-MB-435 96&112, SR 101&103 and MDA-MB-468 119&106.
`CC(C)(C(=O)c1cccnc1)c1cccnc1` gave BT-549 136&103, MCF7 94&102, K-562 115&104, MDA-MB-231 119&96, MOLT-4 126&96, MDA-MB-435 122&99, SR 85 and MDA-MB-468 96&96.
For O=C1CCc2cc(OCCCCc3nnnn3C3CCCCC3)ccc2N1 the results were BT-549 110, K-562 114, MDA-MB-231 86, MOLT-4 108, MDA-MB-435 104 and MDA-MB-468 86.
Screening Cc1[nH]c(/C=C2\C(=O)Nc3ccc(F)cc32)c(C)c1C(=O)NC[C@H](O)CN1CCOCC1 returned BT-549 38, MCF7 38, K-562 24, MDA-MB-231 30, MOLT-4 16, MDA-MB-435 19, SR -2.4* and MDA-MB-468 114.
Screening COc1ccccc1N1CCN(C(=O)c2ccc3nc(NS(=O)(=O)c4ccc5ccccc5c4)sc3c2)CC1 returned BT-549 105, MCF7 100, K-562 100, MDA-MB-231 98, MOLT-4 89, MDA-MB-435 104, SR 87 and MDA-MB-468 113.
Cc1ccc(-n2nc(C(C)(C)C)cc2NC(=O)Nc2ccc(OCCN3CCOCC3)c3ccccc23)cc1 was read as BT-549 105, MCF7 91, K-562 94, MDA-MB-231 91, MOLT-4 94, MDA-MB-435 103, SR 81 and MDA-MB-468 111.
`CCN(CC)CCOC(=O)C(c1ccccc1)c1ccccc1` gave BT-549 102&101, MCF7 99&108, K-562 105&105, MDA-MB-231 108&108, MOLT-4 109&113, MDA-MB-435 108&108, SR 114&105 and MDA-MB-468 116&112.
Screening [2H]c1nc(N2C([2H])([2H])[C@H](C)O[C@H](C)C2([2H])[2H])c([2H])c([2H])c1NC(=O)c1cccc(-c2ccc(OC(F)(F)F)cc2)c1C returned BT-549 51&74, MCF7 68&76, K-562 45&71, MDA-MB-231 57&68, MOLT-4 54&72, MDA-MB-435 89&93, SR 58&96 and MDA-MB-468 49&33.
Screening CNC(=O)c1cccc(-c2ccc3c(N4CCOC[C@@H]4C)nc(N4CCOC[C@@H]4C)nc3n2)c1 returned BT-549 -14*, MCF7 4.3*, K-562 13&25, MDA-MB-231 4.2*, MOLT-4 8.6*!, MDA-MB-435 -13*, SR 1.3* and MDA-MB-468 -23*.
`CN(C)C(=N)N=C(N)N` gave BT-549 156&80, MCF7 146&97, K-562 130, MDA-MB-231 114&96, MOLT-4 131&96, MDA-MB-435 124&109, SR 133 and MDA-MB-468 128&81.
For COCCN1CCN(Cc2ccc(-c3n[nH]c4c3C(=O)c3c(NC(=O)NN5CCOCC5)cccc3-4)cc2)CC1 the results were BT-549 -24*, MCF7 -33*, K-562 -0.7*, MDA-MB-231 -18*, MOLT-4 -15*, MDA-MB-435 -46*, SR -10* and MDA-MB-468 -45*.
Screening CCC(C)n1ncn(-c2ccc(N3CCN(c4ccc(OC[C@H]5CO[C@](Cn6cncn6)(c6ccc(Cl)cc6Cl)O5)cc4)CC3)cc2)c1=O (some centres undefined) returned BT-549 73, MCF7 85, MDA-MB-231 77, MOLT-4 73, MDA-MB-435 92 and MDA-MB-468 68.
`Cc1ccsc1/C=C/C1=NCCCN1C` gave BT-549 102, K-562 101, MDA-MB-231 99, MOLT-4 95, MDA-MB-435 103 and MDA-MB-468 92.
For CN[C@@H]1C[C@H]2O[C@@](C)([C@@H]1OC)n1c3ccccc3c3c4c(c5c6ccccc6n2c5c31)C(=O)N[C@H]4O the results were BT-549 -89*, MCF7 -47*, K-562 -16*, MDA-MB-231 -48*, MOLT-4 0.8*, MDA-MB-435 -79*, SR 1.7* and MDA-MB-468 -56*.
NC(=O)c1ccc([N+](=O)[O-])cc1Cl was read as BT-549 107, MCF7 100, MDA-MB-231 106, MOLT-4 118, MDA-MB-435 108 and MDA-MB-468 97.
Screening C[C@]12CC[C@H]3C(=CCc4cc(O)ccc43)[C@@H]1CCC2=O returned BT-549 109, MCF7 122, K-562 119, MDA-MB-231 93, MDA-MB-435 96 and MDA-MB-468 90.

Some of the compounds tested. The share of hits here may be higher or lower than overall.
